# D1 agonist: human D1 receptor agonism; HEK293 T-REx D1 cells, calcium flux, agonist mode; activation, % at 2 µM; hit rate 1% among 360,000; AID 504660; in the data active = activation above about 30%; also: 0% is about no effect
#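 Agonism was scored from calcium flux recorded over 180 s (1 read/s) after pintool compound addition, following a 10-cycle baseline. Cells were inducible force-coupled HEK293 TREx D1, plated overnight at 30 C and loaded with no-wash calcium dye.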
# D1 potentiator: enhances dopamine response at the human D1 receptor. P21728. HEK293 TREx D1 cells, calcium flux, dopamine EC20 potentiation. potentiation, % at 10 µM. hit rate 0.036% among 360,000. AID 504651; in the data active = potentiation above about 30%; also: 0% is about no effect
# Glioma ERSR ind: induces the endoplasmic reticulum stress response in human glioma cells | U87-MG GRP78 promoter luciferase reporter, 16 h | Potency, µM, inactives show top-dose activation, most hits filed as activators | hit rate 0.02% among 420,000 | AID 602332; also: potency is read from the fitted curve at half-maximal effect; series mostly up to about 76 µM; % of control where 0% means no effect; nearly all actives have a fitted effect of over 35% in size
#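 Stably transfected U87-MG human glioma cells carrying a GRP78-based luminescent sensor were seeded at 1000 cells/well, pin-dosed with compounds and incubated 16 h. Luciferase reagent was then added, and end-point luminescence was read after 10 min at room temperature.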
# RXFP1 antagonist: antagonists of human relaxin receptor RXFP1; Q9HBX9; HEK293-RXFP1, relaxin-stimulated cAMP HTRF, 30 min; hits give low values; activity change, negative = inhibition, % at 57.5 µM; hit rate 0.59% among 350,000; AID 1259400;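 active = activity change of -60% or lower, but not beyond a set lower limit; inconclusive = change between -60% and -40%, or beyond the set limit; inactive = change above -40%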; also: % is scaled to controls: 0 for no effect and ±100 for the full control effect
# RXFP1 ag: RXFP1 (human) receptor agonism. Potency, µM (highest dose often 57.5 µM), for inactives: at the highest dose activation, usual class: activators. HEK293T-RXFP1 cAMP TR-FRET, 30 min; response scale: percent of porcine relaxin response, buffer zero. Q9HBX9. hit rate 0.3% among 370,000; also: potency is read from the fitted curve at half-maximal effect; % is scaled to controls: 0 for no effect and ±100 for the full control effect; nearly all actives have a fitted effect of over 60% in size; many of its hits are not listed in these tables
#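 cAMP rise read by TR-FRET after 30 min, 37C compound exposure (up to 58 uM) in RXFP1-transfected HEK293 cells with Ro 20174 present. EC50 from Hill-equation fits, with 29 nM porcine relaxin as 100% and buffer as basal.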
# D2 potentiator: positively modulates the human D2 dopamine receptor allosterically | P14416 | AID 485347 | hit rate 0.34% among 340,000 | potentiation, % at 10 µM | HEK293 T-REx D2, calcium flux, EC20 dopamine potentiation;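 active = potentiation over 3 SD above the plate norm, cut at about 30% in these data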; also: 0% is about no effect
# Target sequence (P14416 whole entry, looked up): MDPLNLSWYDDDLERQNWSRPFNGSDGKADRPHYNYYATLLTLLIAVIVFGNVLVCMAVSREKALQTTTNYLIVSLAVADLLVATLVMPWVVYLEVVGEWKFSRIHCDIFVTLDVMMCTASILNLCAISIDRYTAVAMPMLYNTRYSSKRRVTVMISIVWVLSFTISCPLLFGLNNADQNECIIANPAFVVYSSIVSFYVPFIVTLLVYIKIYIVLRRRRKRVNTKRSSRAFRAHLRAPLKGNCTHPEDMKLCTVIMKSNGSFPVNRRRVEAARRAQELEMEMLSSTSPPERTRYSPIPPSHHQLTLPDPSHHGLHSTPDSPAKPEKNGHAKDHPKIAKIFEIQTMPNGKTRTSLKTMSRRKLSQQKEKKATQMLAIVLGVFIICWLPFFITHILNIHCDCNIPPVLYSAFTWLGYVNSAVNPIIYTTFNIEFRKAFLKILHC
#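 Potentiation of an EC20 dopamine calcium response is measured in a force-coupled, tetracycline-inducible Hek293 Trex D2 line. Compound-only kinetic reads over 180 s flag agonists before dopamine addition.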
# D1 antagonist: blocks dopamine activation of the human D1 receptor; hit rate 3.2% among 360,000; P21728; activity change, negative = inhibition, % at 10 µM; HEK293 TREx D1 cells, calcium flux, dopamine EC80; hits give low values; in the data active = activity change below about -30%; also: % is scaled to controls: 0 for no effect and ±100 for the full control effect
#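 HEK293 T-REx cells expressing inducible, force-coupled D1 receptor; no-wash Ca dye, 30–90 min RT. Cmpd → 180 s read at 1 Hz → EC80 DA → 180 s read.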
# Vif-APOBEC3F blk: Vif-A3F binding inhibition; HeLa A3F-eYFP + Vif (tagged APOBEC3F with the HIV-1 protein that degrades it), YFP fluorescence increase; hit rate 0.2% among 390,000; Potency, µM (top dose mostly 46.1 µM), for inactives: at the highest dose activity, negative = active; also: potency is read from the fitted curve at half-maximal effect; % of control where 0% means no effect; nearly all actives have a fitted effect of over 65% in size
#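 Fluorescence increase (Ex 488/Em 500-530) after overnight compound treatment at 37 deg C flags inhibition of Vif-driven A3F-eYFP loss in stable HeLa A3F-eYFP/Vif cells seeded overnight beforehand.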
# Vif-APOBEC3G blk: inhibitors of Vif-APOBEC3G interaction | Q9HC16 | HeLa A3G-eYFP + Vif (tagged APOBEC3G with the HIV-1 protein that degrades it), YFP fluorescence, overnight | Potency, µM (top dose mostly 46.1 µM), inactives show at the highest dose activity, negative = active, actives largely listed as inhibitors | hit rate 0.076% among 410,000;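 also: potency is read from the fitted curve at half-maximal effect; % is scaled to controls: 0 for no effect and ±100 for the full control effect; nearly all actives have a fitted effect of over 60% in size; hits raise eYFP signal because A3G escapes Vif-driven loss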
# Target sequence (Q9HC16 whole entry, looked up): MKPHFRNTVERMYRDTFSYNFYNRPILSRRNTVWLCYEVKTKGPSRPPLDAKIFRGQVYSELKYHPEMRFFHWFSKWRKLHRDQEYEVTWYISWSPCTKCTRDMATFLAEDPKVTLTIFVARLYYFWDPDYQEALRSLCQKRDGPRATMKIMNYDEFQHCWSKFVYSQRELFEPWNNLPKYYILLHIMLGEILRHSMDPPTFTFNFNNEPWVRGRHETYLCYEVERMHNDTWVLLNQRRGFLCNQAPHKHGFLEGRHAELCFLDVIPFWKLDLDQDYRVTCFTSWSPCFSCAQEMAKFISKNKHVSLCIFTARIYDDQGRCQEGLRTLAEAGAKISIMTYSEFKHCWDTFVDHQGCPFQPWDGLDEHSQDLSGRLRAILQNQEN
#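 HeLa cells stably expressing Vif and C-terminally eYFP-tagged A3G, seeded overnight at 37 deg C, then exposed to compound by pintool overnight at 37 deg C. Rise in yellow fluorescence (Ex 488/Em 500-530, Acumen) marks blocked Vif-driven A3G degradation.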
# * hit, by the source's call; ? = inconclusive; . = no result given. Unless noted, calls follow the shape of the dose curve; as a rule, active = well fitted curve in the direction sought with a large enough effect; inconclusive = small, poorly fitted or top-dose-only effect, or another doubt; inactive = no such curve, though single readings can be large; an effect the other way counts as inactive or inconclusive. Some of the compounds tested; the hit share may differ from the screen's.
SMILES,D1 agonist,D1 potentiator,Glioma ERSR ind,RXFP1 antagonist,RXFP1 ag,D2 potentiator,D1 antagonist,Vif-APOBEC3F blk,Vif-APOBEC3G blk
CCOC(=O)c1c(C)[nH]c(C)c1C(=O)COC(=O)/C=C/c1ccco1,0,-2,-2%,-4,1.8%,-10,3,-14%,3%
CCCC(=O)O[C@]1(C(=O)CO)CC[C@H]2[C@@H]3CCC4=CC(=O)CC[C@]4(C)[C@H]3[C@@H](O)C[C@@]21C,-1,-2,-2%,-12,1.8%,-12,-15,5%,0%
COc1ccccc1N1CCN(C(=O)c2cc3ccc4ccc(C)[nH]c4c3n2)CC1,3,3,-6%,.,-2.7%,2,-3,3%,-3%
CN(C(=O)c1ccc(NC(=O)Cc2ccc(NC(=O)C3CCN(C(=O)C4CCCC4)CC3)cc2)cc1)C1CC1,1,0,3%,.,0.1%,2,.,0%,2%
Cc1ccc(NC(=O)Nc2c(C)n(C)n(-c3ccccc3)c2=O)c(Cl)c1,0,7,-3%,-17,-0.9%,0,4,4%,0%
CCCCCCC1CC(=O)NC(=S)N1 (centres undefined),3,3,-4%,-3,-2.6%,0,-4,0%,-2%
O=C(Cc1ccc(Cl)cc1)N1CCC2(CC1)NCCc1[nH]cnc12,4,-4,4%,4,-0.1%,-3,-3,-4%,5%
COc1cccc(NC(=O)CSc2ccc3nnc(-c4ccccn4)n3n2)c1,3,-3,-5%,-4,-1.7%,12,5,0%,-2%
COc1ccc(NS(=O)(=O)c2cccc(-c3n[nH]c(=S)n3Cc3ccccc3)c2)cc1,3,6,-4%,?,1.4%,1,6,12%,-17%
CCOC(=O)C1CCN(C(=O)c2c(-c3c(Cl)cccc3Cl)noc2C)CC1,1,-6,-3%,-4,-0.6%,-2,7,4%,0%
Nc1ncnc2nc(SCC(=O)Nc3cccc(C(F)(F)F)c3)[nH]c12,1,-1,-3%,8,6.7%,-8,5,-1%,-1%
CN1C(=O)c2ccc(NC(=O)c3c(F)c(F)c(F)c(F)c3F)cc2C1=O,12,-1,-5%,1,4.0%,0,-12,.,-1%
NC(=O)c1cccc(NC(=O)CCCCC(=O)Nc2cccc(C(N)=O)c2)c1,2,-3,-3%,-7,-0.8%,-2,9,-2%,-4%
O=C(COC(=O)CNC(=O)c1ccccc1F)Nc1ncc(Cl)cc1Cl,3,-4,-1%,8,2.4%,4,-1,-1%,-9%
COC(=O)CSc1nnc(-c2sc3cc(OC)ccc3c2Cl)n1C,5,-8,17%,-5,0.4%,4,14,2%,-1%
CC(=O)N/N=C/c1cc(C)n(-c2ccc(Br)cc2)c1C,7,-8,-4%,-5,0.1%,-4,-13,5%,-7%
Cc1cc(OCC(=O)N2CCCC2)cc(C)c1Cl,7,-6,0%,-3,-0.3%,.,0,2%,3%
CSc1nc2sc3c(c2c(=O)[nH]1)CCC3,0,-8,-1%,-15,0.2%,0,12,-14%,-4%
CCOC(=O)C1CCCN(Cc2nc(N)nc(Nc3ccc(OC)cc3)n2)C1 (centres undefined),1,-2,-10%,-5,1.9%,-5,0,4%,1%
O=C(NCCN1C(=O)S/C(=C\c2ccc(OC(F)F)cc2)C1=O)c1cnccn1,3,-4,0%,7,0.4%,-4,-27,1%,?
CCn1c(=O)n(CC)c2cc(NS(=O)(=O)c3ccccc3)ccc21,6,-2,-4%,-4,-0.3%,1,-28,-2%,2%
Cc1ccc(/C=C/C2=NN(Cc3ccccc3)C(=O)CC2)cc1,9,-8,-5%,-23,0.0%,0,3,6%,-6%
O=C(N/N=C/c1cccnc1)c1ccccc1Br,0,0,-6%,-6,3.5%,14,-1,-2%,-2%
Cc1ccc(OCC(=O)Nc2ccc3c(c2)C(=O)NC3=O)c(C)c1,0,-6,0%,-2,0.9%,0,-14,-1%,-7%
C=CCn1c(CNC(=O)c2ccco2)nnc1SCC(=O)N1c2ccccc2Sc2ccccc21,6,-8,0%,0,1.5%,11,-17,-1%,2%
COc1ccc(N2C(=NC(=O)C3CCCCC3)SC3CS(=O)(=O)CC32)cc1OC (centres undefined),3,-2,-4%,-28,1.5%,-7,6,3%,0%
CN(CC(=O)Nc1c(Cl)cccc1Cl)C(=O)Cn1[nH]c(=O)c2ccccc2c1=O,3,-1,-1%,3,3.8%,2,-7,-2%,-5%
c1ccc(-n2ncc3c(N4CCCCC4)ncnc32)cc1,1,0,-11%,.,1.5%,-13,-2,-9%,1%
C=CCNC(=S)Nc1ccc(Br)cc1F,2,-12,4%,-13,-0.1%,-3,-23,-3%,-4%
O=C(COC(=O)Cc1ccc(Br)cc1)Nc1ccc(N2CCOCC2)cc1,26,.,-4%,4,2.0%,14,3,6%,1%

# Reprinted from the part before: 2 entries, then new ones.
SMILES,D1 agonist,D1 potentiator,Glioma ERSR ind,RXFP1 antagonist,RXFP1 ag,D2 potentiator,D1 antagonist,Vif-APOBEC3F blk,Vif-APOBEC3G blk
C=CCNC(=S)Nc1ccc(Br)cc1F,2,-12,4%,-13,-0.1%,-3,-23,-3%,-4%
O=C(COC(=O)Cc1ccc(Br)cc1)Nc1ccc(N2CCOCC2)cc1,26,.,-4%,4,2.0%,14,3,6%,1%
O=C(O)CC1S/C(=N/N=C/c2ccc(Br)cc2)N(c2ccccc2)C1=O (centres undefined),2,0,10%,-2,1.6%,1,-3,-1%,-4%
COc1cc(C(=O)Nc2ccccc2N2CCOCC2)ccc1OCc1c(C)noc1C,3,-5,-3%,.,4.6%,-7,17,2%,0%
Oc1ccccc1Cn1c(-c2ccccc2O)nc2ccccc21,1,-5,-5%,2,3.3%,8,-12,-10%,-4%
Cc1cc(C(=O)OCC(=O)NCc2ccc3c(c2)OCO3)c2ccccc2n1,6,-4,-1%,0,0.6%,-1,-4,-8%,-7%
O=C(COC(=O)CNC(=O)c1ccc([N+](=O)[O-])o1)Nc1ncc(Cl)cc1Cl,5,-3,19%,4,0.3%,.,-29,3%,-10%
COc1ccc(CN2CCC(C(=O)Nc3ccc(Oc4ccccc4)nc3)CC2)cc1F,31*,-9,-3%,-13,0.2%,-1,-24,4%,3%
COc1ccc(N2CCOCC2)c(NC(=O)c2cccnc2)c1,1,-16,-4%,-3,0.3%,7,17,3%,-10%
CCOc1ccccc1C(=O)OCC(=O)NCCNC(=O)COC(=O)c1ccccc1OCC,1,-5,-3%,-3,-3.7%,3,-2,-1%,0%
O=C(COC(=O)Cn1cnc2ccccc2c1=O)NCc1ccccc1,1,0,-4%,1,0.9%,1,-6,1%,1%
O=C(Cc1ccc(Cl)cc1)N/N=C/c1cccc(O)c1,3,-9,0%,10,1.4%,-17,2,6%,3%
CCc1ccccc1NC(=O)Cn1nc(C(F)(F)F)c2c1CCCC2,1,0,-1%,.,1.8%,5,2,-1%,-2%
O=C(Cn1c(=O)oc2ccccc21)Nc1ccc(C(=O)O)cc1,1,-1,-1%,-8,-0.6%,-11,23,-6%,2%
c1cncc(-c2nc3cc4ccccc4cc3[nH]2)c1,.,.,0%,8,3.5%,.,.,-5%,-25%
O=C(CSc1nnnn1Cc1ccccc1)Nc1ccccc1,2,-12,-1%,-3,0.0%,.,-10,1%,1%
c1ccc(-n2nnnc2SCc2ccccn2)cc1,2,3,0%,-3,-2.6%,3,-8,-5%,3%
CCOc1ccc(N2CC(C(=O)Nc3ccccc3N3CCCC3)CC2=O)cc1 (centres undefined),1,-4,-8%,-5,-4.7%,3,1,3%,-30%
Cc1cccc(NC(=O)c2c(C)nc3ccccn23)c1,1,-4,6%,0,-1.4%,0,6,-2%,-2%
CCOc1ccc(S(=O)(=O)N2CCN(Cc3nc4ccc(C)cc4o3)CC2)cc1,0,0,-4%,-14,0.8%,6,-11,-7%,-2%
COc1ccc(CCNC(=S)Nc2ccccc2C)cc1,0,-5,-2%,0,-0.1%,1,-14,-2%,0%
Cc1cccn2c(=O)c(/C=C3\SC(=S)N(CC(C)C)C3=O)c(NCCCOC(C)C)nc12,15,1,-4%,-5,3.4%,5,-13,-858%,-30%
O=C(NC1CCN(Cc2ccccc2)C1)c1cc(COc2ccc(F)cc2F)on1 (centres undefined),11,-3,-1%,0,-1.1%,.,2,-17%,0%
Cc1ccc(N(CC(=O)NCc2ccc(F)cc2)C(=O)c2csnn2)cc1C,4,-4,-3%,1,1.4%,.,-15,-2%,0%
Cc1ccc(C(=O)N/C(=C\c2ccccc2F)c2nc(=S)[nH][nH]2)cc1,-1,-2,-1%,-29,0.7%,.,3,-20%,6%
O=C(Cc1ccccc1F)Nc1cc(S(=O)(=O)N2CCCC2)ccc1Cl,3,.,-2%,2,-0.7%,-8,-26,2%,0%
CCOc1ccccc1NC(=O)Cn1c(=O)n(Cc2ccco2)c(=O)c2sc3ccccc3c21,0,0,-2%,.,28%,-4,-5,-19%,-3%
CC(Sc1nnc(-c2ccc(Cl)cc2Cl)n1Cc1ccccc1)C(=O)Nc1nccs1 (centres undefined),0,2,-1%,3,3.0%,3,-46*,3%,1%
Cc1cc(SCc2ccc(Cl)cc2)nc(=O)[nH]1,3,0,1%,9,1.7%,-9,7,-2%,2%
CC1(C)CC(=O)C2(CC3=C(CC(C)(C)CC3=O)O2)C(=O)C1,0,-4,-3%,-19,0.3%,19,-3,-5%,0%
C[C@H](NC(=O)C1CC(=O)N(c2ccc(F)cc2)C1)C(=O)N1CCCCC1 (some centres undefined),2,-6,4%,10,-3.7%,-2,-13,-19%,-1%
CCN(CC)S(=O)(=O)c1ccc(N2CCOCC2)c(NS(=O)(=O)c2ccc(C)c(C)c2)c1,2,-4,-2%,-7,0.5%,-4,2,5%,0%
COc1cc(/C=C/C(=O)OCC(=O)N2CCc3ccccc32)cc(OC)c1OC,.,.,-1%,4,.,.,.,-8%,-1%
COCCN1Cc2cccc(C(=O)Nc3ccc(S(=O)(=O)N4CCCCC4)cc3)c2C1=O,0,0,-7%,-16,5.9%,3,-16,5%,1%
CCOC1CCCC(n2cnc3c(=S)nc[nH]c32)O1 (centres undefined),.,.,-3%,-6,.,.,.,-9%,-6%

# Screens deposited in PubChem BioAssay by National Center for Advancing Translational Sciences (NCATS).
